HttQ103 aggreg: inhibitors of mutant huntingtin aggregate formation in PC12 cells; PC12 HttQ103-GFP aggregates, Acumen cytometry, 40 h; AID 1688; 220,000 compounds, 1.1% hits; Potency, µM (doses to about 46.1 µM), for the others: top-dose activity change, negative = inhibition, most hits filed as inhibitors; note: potency is the fitted concentration of half-maximal effect; % is set by controls: 0 for no effect and ±100 for the full control effect; nearly all actives have a fitted effect of over 60% in size
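PC12/HTTQ103-GFP, ecdysone-inducible; teb 100 nM; cpd qHTS titration; GFP aggregates read on laser cytometer, Ex 488/Em 500-530 nm.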
LMNA splice mod: changes lamin A minigene splicing in HeLa cells; HeLa LMNA splicing GFP/RFP minigene ratio, 48 h; Potency, µM (series often up to 46.1 µM), for the others: at the top dose ratio change, negative = inhibition, usual class: inhibitors; 200,000 compounds, 0.01% hits; active = well fitted inhibition curve with a large enough effect in the signal ratio, with a control signal flat, not every such curve was filed as active; inconclusive = small, poorly fitted or top-dose-only effect, or effect the other way, or a change in a side signal; the % refers to the signal ratio; note: potency is the fitted concentration of half-maximal effect; % is set by controls: 0 for no effect and ±100 for the full control effect
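S3 HeLa cells stably expressing lamin A-EGFP splicing minigene plus DsRed2, 600 cells/well, 48 h compound exposure at 37C. Laser-scanning cytometry; analysed as GFP (500-530 nm)/RFP (575-640 nm) total intensity ratio; 0.5% DMSO vehicle.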
CBFb RUNX1 block: CBF-beta/RUNX1 interaction disruption | Q01196+Q13951 | AlphaScreen CBFb-His/RUNX1-biotin binding, biochemical | Potency, µM (titrated, usually from 59.8 µM), for the others: at the top dose activity, negative = inhibition, most hits filed as inhibitors | 230,000 tested, under 10 active | AID 1477; note: % of control where 0% means no effect
Target sequence (Q01196 whole entry, looked up): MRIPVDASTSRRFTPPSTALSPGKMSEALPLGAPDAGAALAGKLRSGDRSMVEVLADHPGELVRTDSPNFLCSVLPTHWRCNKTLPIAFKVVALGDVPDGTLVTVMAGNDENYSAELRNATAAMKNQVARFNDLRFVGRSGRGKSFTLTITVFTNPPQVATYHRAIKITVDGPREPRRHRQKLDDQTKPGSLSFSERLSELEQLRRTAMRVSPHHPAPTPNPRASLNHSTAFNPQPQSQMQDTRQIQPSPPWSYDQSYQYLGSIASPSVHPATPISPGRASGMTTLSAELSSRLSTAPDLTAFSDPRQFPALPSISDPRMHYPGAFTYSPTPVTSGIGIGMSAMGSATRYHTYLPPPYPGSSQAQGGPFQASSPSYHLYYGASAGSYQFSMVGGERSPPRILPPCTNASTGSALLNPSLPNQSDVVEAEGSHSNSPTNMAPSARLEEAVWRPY
Target sequence (Q13951 whole entry, looked up): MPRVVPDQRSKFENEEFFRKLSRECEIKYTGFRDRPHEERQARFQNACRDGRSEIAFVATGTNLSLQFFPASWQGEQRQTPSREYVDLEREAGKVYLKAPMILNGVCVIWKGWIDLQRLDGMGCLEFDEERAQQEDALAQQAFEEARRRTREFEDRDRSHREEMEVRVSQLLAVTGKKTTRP
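Bead-based AlphaScreen assay; binding partners His-tagged CBF-beta and biotinylated RUNX1 at 30 nM each. Compound exposure 15 min after a 20-min protein preincubation; bead step 90 min; all steps at room temperature.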
HTT cytoprotect: cytoprotection in Huntington HTT-Q103 PC12 cell model; PC12 HTT-Q103 induced, cytoprotection, ATP luminescence, 40 h; Potency, µM (titrated, usually from 56.4 µM), without a hit: cytoprotection (ATP increase), most hits filed as activators; 230,000 compounds, 0.14% hits;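 note: potency is the fitted concentration of half-maximal effect; % of control where 0% means no effect; nearly all actives have a fitted effect of over 45% in size; toxic huntingtin expression switched on by the ecdysone agonist tebufenozide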
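PC12 cells stably carrying ecdysone-inducible Htt exon 1 (Q103)–GFP were induced with 100 nM tebufenozide (final) alongside library compounds in a dose series. Cytoprotection was scored as retained ATP by ATPlite luminescence.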
KinaseGlo FLuc: blocks Kinase-Glo luciferase, a counter-screen artifact; Kinase-Glo luciferase, ATP luminescence, 8 min; Potency, µM (doses to about 38.3 µM), without a hit: at the top dose activity change, negative = inhibition, hits mostly inhibitors; 200,000 compounds, 0.28% hits; AID 1379; note: potency is the fitted concentration of half-maximal effect; % is set by controls: 0 for no effect and ±100 for the full control effect; nearly all actives have a fitted effect of over 60% in size
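Inhibition of Kinase-Glo luciferase light generation was assessed at 10 uM ATP in pH 7.2 imidazole buffer, with luminescence measured after eight minutes at ambient temperature.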
SMN2 splice up: increases expression of the SMN2 splice variant; HEK293 SMN2-luciferase splicing reporter, luminescence, 30-36 h; Potency, µM (top dose mostly 46.1 µM), for the others: at the highest dose activity change, positive = activation, hits mostly activators; 210,000 compounds, 2.8% hits; AID 1458; note: potency is the fitted concentration of half-maximal effect; % of control where 0% means no effect; nearly all actives have a fitted effect of over 55% in size
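HEK293 cells carry an SMN2 minigene-luciferase reporter in which exon 7 inclusion puts luciferase in frame. Cells were seeded at 2000 cells/well, attached for 10-12 hours, then exposed to compounds for 30-36 hours at 37C before ONE-Glo luminescence.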
IMPase Li inh: cell-permeable IMPase inhibitors with lithium potentiation | CHO-M1 cells, IP1 TR-FRET (IP-One), carbachol + lithium | AID 1457 | 210,000 compounds, 0.35% hits | Potency, µM (doses to about 59.4 µM), for the others: at the top dose activity, negative = IMPase inhibition, hits mostly inhibitors;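 note: IP1 builds up when IMPase is blocked and the TR-FRET signal falls; potency is the fitted concentration of half-maximal effect; plate controls were basal vehicle for no effect and high inhibitor control for full effect; nearly all actives have a fitted effect of over 50% in size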
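Readout is a homogeneous TR-FRET IP1 immunoassay (Ex 320, Em 665 and 620), where raised cytosolic IP1 lowers signal. Cells were CHO-M1 treated 30 min at 37C with test compounds plus a little lithium; AC50 values came from Hill-equation fitting.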
Starred values were filed as active, the others as inactive; [ ] = remark or other dose. Unless noted, calls come from the whole dose curve; as a rule, active = well fitted curve in the direction sought with a large enough effect; inconclusive = small, poorly fitted or top-dose-only effect, or another doubt; inactive = no such curve, though single readings can be large; an effect the other way counts as inactive or inconclusive.

The opening two records, ahead of the listing:
Results for O=C(Nc1nc(-c2cccnc2)cs1)c1cccc([N+](=O)[O-])c1 ?
HttQ103 aggreg: -12%; LMNA splice mod: -15%[46 µM]; CBFb RUNX1 block: 6%; HTT cytoprotect: -14%; KinaseGlo FLuc: 0%; SMN2 splice up: 5%; IMPase Li inh: 6%

How did O=C(N/N=C/c1ccco1)c1cccc([N+](=O)[O-])c1 do in these assays?
HttQ103 aggreg: inconclusive; LMNA splice mod: -13%; CBFb RUNX1 block: -5%; HTT cytoprotect: 20%[10 µM]; KinaseGlo FLuc: -1%; SMN2 splice up: -8%; IMPase Li inh: -4%

Main list, previewed entries included:
Results for O=C(Nc1nc(-c2cccnc2)cs1)c1cccc([N+](=O)[O-])c1 ?
HttQ103 aggreg: -12%; LMNA splice mod: -15%[46 µM]; CBFb RUNX1 block: 6%; HTT cytoprotect: -14%; KinaseGlo FLuc: 0%; SMN2 splice up: 5%; IMPase Li inh: 6%

How did O=C(N/N=C/c1ccco1)c1cccc([N+](=O)[O-])c1 do in these assays?
HttQ103 aggreg: inconclusive; LMNA splice mod: -13%; CBFb RUNX1 block: -5%; HTT cytoprotect: 20%[10 µM]; KinaseGlo FLuc: -1%; SMN2 splice up: -8%; IMPase Li inh: -4%

Results for C/C(=N\Nc1cccc(C(=O)O)c1)c1ccc2c(c1)Nc1ccccc1S2 ?
HttQ103 aggreg: 12%[9.22 µM]; CBFb RUNX1 block: -9%; HTT cytoprotect: 14%[10 µM]

How did O=C(O)C1CCC(N2C(=O)C3CCCCC3C2=O)CC1 (configuration not stated) do in these assays?
HttQ103 aggreg: -2%[9.22 µM]; LMNA splice mod: 7%; CBFb RUNX1 block: -2%; HTT cytoprotect: 13%; KinaseGlo FLuc: 0%; SMN2 splice up: 14%; IMPase Li inh: 10%[38.3 µM]

How did Cc1ccc(NC(=O)c2sc(N)nc2-c2ccc([N+](=O)[O-])cc2)c(C)c1 do in these assays?
HttQ103 aggreg: 0%[9.22 µM]; CBFb RUNX1 block: 3%; HTT cytoprotect: 6%[10 µM]

What do the screens show for `C#CCNC(=O)C1=C[C@H](c2coc3ccccc3c2=O)[C@@H](CCCO)[C@H](OCC)O1`?
HttQ103 aggreg: 3%[9.22 µM]; CBFb RUNX1 block: 6%; HTT cytoprotect: 1%[10 µM]; IMPase Li inh: -5%

Results for Cc1ccc(-c2nnc(SCC(=O)N3CCN(c4ccccc4)CC3)o2)cc1 ?
HttQ103 aggreg: -3%; LMNA splice mod: 3%; CBFb RUNX1 block: 2%; HTT cytoprotect: -12%[10 µM]; KinaseGlo FLuc: -3%; SMN2 splice up: 1%; IMPase Li inh: 11µM*

What do the screens show for `CCN(c1ccccc1)S(=O)(=O)c1ccc(Cl)nc1`?
HttQ103 aggreg: 0%; LMNA splice mod: 17%[9.22 µM]; CBFb RUNX1 block: 8%; HTT cytoprotect: 16%; KinaseGlo FLuc: 0%; SMN2 splice up: -41%[inhibitor]; IMPase Li inh: -2%

Results for COc1ccc(N2C(=O)C3C(C2=O)C(C(=O)c2ccccc2)N2CCCC32)cc1 (configuration not stated) ?
HttQ103 aggreg: 11%[9.22 µM]; LMNA splice mod: inconclusive; CBFb RUNX1 block: -13%; HTT cytoprotect: -2%[10 µM]

Results for CC(C)(C)c1ccc(-c2nnc(N)s2)cc1 ?
HttQ103 aggreg: 6%[9.22 µM]; LMNA splice mod: -3%[46 µM]; CBFb RUNX1 block: -2%; HTT cytoprotect: -43%[10 µM]; KinaseGlo FLuc: -8%; IMPase Li inh: -2%

Results for COc1ccc2nc(NC(=O)[C@@H]3CCCN3C(=O)c3cccs3)sc2c1 ?
HttQ103 aggreg: -4%; LMNA splice mod: inconclusive; CBFb RUNX1 block: 6%; HTT cytoprotect: -5%[10 µM]; KinaseGlo FLuc: 1%; SMN2 splice up: 2%; IMPase Li inh: 0%

What do the screens show for `COc1ccc(N(CC(=O)N/N=C/c2cc3ccc(OC)cc3nc2Cl)S(=O)(=O)c2ccccc2)cc1`?
HttQ103 aggreg: -23%; LMNA splice mod: -15%; CBFb RUNX1 block: -1%; HTT cytoprotect: 16%[10 µM]; KinaseGlo FLuc: 6%; SMN2 splice up: -15%; IMPase Li inh: 4%

Results for O=C(N/N=C/C=C/c1ccccc1)c1n[nH]c2c1CCC2 ?
HttQ103 aggreg: -6%; LMNA splice mod: inconclusive; CBFb RUNX1 block: -7%; HTT cytoprotect: -49%[inhibitor]; KinaseGlo FLuc: -5%; SMN2 splice up: -5%; IMPase Li inh: 14%[38.3 µM]

What do the screens show for `COc1cc2c(cc1OC)C(/C(C#N)=N\O)=NC(C)(C)C2`?
HttQ103 aggreg: 22%; LMNA splice mod: inconclusive; CBFb RUNX1 block: 5%; HTT cytoprotect: -3%[10 µM]; KinaseGlo FLuc: -1%; SMN2 splice up: 2%; IMPase Li inh: 9%

How did COc1ccc(CNC(=O)C2CCN(S(=O)(=O)N3CCC4(CC3)OCCO4)CC2)c(OC)c1 do in these assays?
HttQ103 aggreg: 7%; LMNA splice mod: -3%; CBFb RUNX1 block: 1%; KinaseGlo FLuc: -1%; SMN2 splice up: -14%; IMPase Li inh: -7%

Results for CC(=O)OC1CC(O)C(C)(C)C2CC(OC(C)=O)[C@]3(C)C(CC[C@@]4(C)C(c5ccoc5)OC(=O)C5OC534)[C@]12C (some centres not stated) ?
LMNA splice mod: -7%; KinaseGlo FLuc: -2%; SMN2 splice up: -4%; IMPase Li inh: -1%

How did CC(=O)O[C@H]1C[C@@]2(C)[C@H](C[C@@H](O)[C@H]3[C@@]4(C)CC[C@@H](O)[C@@H](C)[C@H]4CC[C@@]32C)C1=C(CCC=C(C)C)C(=O)O do in these assays?
HttQ103 aggreg: 16%; LMNA splice mod: -10%; CBFb RUNX1 block: 10%[21.7 µM]; HTT cytoprotect: -24%; KinaseGlo FLuc: 0%[17.1 µM]; SMN2 splice up: -17%[20.6 µM]; IMPase Li inh: -5%

How did Cc1ccc(NC(=O)/C(=C\c2cccs2)NC(=O)c2ccccc2)cc1 do in these assays?
HttQ103 aggreg: 8%; LMNA splice mod: -12%; CBFb RUNX1 block: 5%; HTT cytoprotect: -17%[10 µM]; KinaseGlo FLuc: -1%; SMN2 splice up: 1%[1.84 µM]; IMPase Li inh: -5%

How did CCN=C1SCC(=O)N1c1ccc(OC)cc1 do in these assays?
HttQ103 aggreg: 8%; LMNA splice mod: 7%; CBFb RUNX1 block: 6%; HTT cytoprotect: 11%; KinaseGlo FLuc: 1%; SMN2 splice up: 14%; IMPase Li inh: 0%[38.3 µM]

How did CC(C)(C)n1ncc2c(=O)n(CC(=O)c3ccccc3)cnc21 do in these assays?
HttQ103 aggreg: 3%; LMNA splice mod: -19%; CBFb RUNX1 block: 4%; HTT cytoprotect: -12%[10 µM]; KinaseGlo FLuc: -2%; SMN2 splice up: 13µM*; IMPase Li inh: -1%

How did Cn1c(=O)c2cc(S(=O)(=O)NC(Cc3ccccc3)C(=O)NCC3CCCO3)ccc2n(C)c1=O (configuration not stated) do in these assays?
HttQ103 aggreg: 18%; LMNA splice mod: -4%[46 µM]; CBFb RUNX1 block: -6%; HTT cytoprotect: -7%; KinaseGlo FLuc: -1%; SMN2 splice up: 8%; IMPase Li inh: 4%

Results for COc1cc(C(=O)Nc2ccc3c(c2)OCO3)ccc1OCc1c(C)noc1C ?
HttQ103 aggreg: 1%; LMNA splice mod: 8%[46 µM]; CBFb RUNX1 block: -18%; HTT cytoprotect: -17%; KinaseGlo FLuc: -2%; SMN2 splice up: 9%; IMPase Li inh: 7%

What do the screens show for `CC1=CCC2C(=O)N(Cc3ccccc3)C(=O)C2C1` (configuration not stated)?
HttQ103 aggreg: 1%; LMNA splice mod: 0%; CBFb RUNX1 block: 17%; HTT cytoprotect: 19%; KinaseGlo FLuc: 0%; SMN2 splice up: -2%; IMPase Li inh: 32%[activator][38.3 µM]

What do the screens show for `O=c1c2ccccc2[nH]c(=S)n1CCCN1CCN(C2CCCCC2)CC1`?
HttQ103 aggreg: 12%; LMNA splice mod: 11%; CBFb RUNX1 block: 6%; HTT cytoprotect: 6%[1.9 µM]; KinaseGlo FLuc: 0%; SMN2 splice up: 7%; IMPase Li inh: 55%[activator][38.3 µM]

Results for CC1=CC(C)(C)N(C(=O)c2ccc(F)cc2)c2cc3c(cc21)OCO3 ?
HttQ103 aggreg: inconclusive; LMNA splice mod: -3%; HTT cytoprotect: -27%[0.074 µM]; KinaseGlo FLuc: 0%; SMN2 splice up: -7%; IMPase Li inh: 40%[activator][38.3 µM]

Results for CCC(C)NC(=O)CC1Oc2ccc(C)cc2NC1=O (configuration not stated) ?
HttQ103 aggreg: -8%; LMNA splice mod: -13%; CBFb RUNX1 block: 11%; HTT cytoprotect: 9%[10 µM]; KinaseGlo FLuc: -1%; SMN2 splice up: 13%; IMPase Li inh: 2%[38.3 µM]

Results for COc1cc(CNc2nc(C)c([N+](=O)[O-])c(C)c2C#N)cc(OC)c1 ?
HttQ103 aggreg: inconclusive; LMNA splice mod: -5%; CBFb RUNX1 block: -5%; HTT cytoprotect: -6%[10 µM]; KinaseGlo FLuc: 4%; IMPase Li inh: 27%[38.3 µM]

Results for CSCC(=O)N1CCCC(CO)(Cc2ccccc2C)C1 (configuration not stated) ?
HttQ103 aggreg: 1%[9.22 µM]; CBFb RUNX1 block: 5%; HTT cytoprotect: -3%[10 µM]; KinaseGlo FLuc: -1%; IMPase Li inh: 0%

What do the screens show for `O=C(CNC1=NCCC1)c1ccc(Cl)cc1`?
HttQ103 aggreg: inconclusive; LMNA splice mod: -17%; CBFb RUNX1 block: 1%; HTT cytoprotect: 30%[10 µM]; KinaseGlo FLuc: -3%; SMN2 splice up: -5%; IMPase Li inh: -1%

How did O=C(CN1CCN(C(=O)c2ccco2)CC1)Nc1cccc([N+](=O)[O-])c1 do in these assays?
HttQ103 aggreg: 13%[9.22 µM]; CBFb RUNX1 block: 1%; HTT cytoprotect: 2%[10 µM]; KinaseGlo FLuc: 3%; SMN2 splice up: -7%; IMPase Li inh: 2%

Results for O=C(C1CCN(S(=O)(=O)c2cccnc2)CC1)N1CCN(c2cccc(Cl)c2)CC1 ?
HttQ103 aggreg: inconclusive; LMNA splice mod: -12%; CBFb RUNX1 block: 0%; HTT cytoprotect: -6%; KinaseGlo FLuc: 15%; SMN2 splice up: -43%[inhibitor]; IMPase Li inh: 6%[38.3 µM]

High-throughput results as filed in PubChem.
